CatB inh – blocks human cathepsin B protease activity | P07858 | purified cathepsin B, fluorogenic substrate, fluorescence | inhibition, %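 (tested at 10 µM)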 | 0.1% of 63,000 active; in the data active = inhibition above about 21%;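 note: 0% = enzyme with no compound and 100% = no enzyme blank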
CatS block – inhibitors of human cathepsin S; P25774; recombinant cathepsin S, AMC dipeptide fluorescence, pooled mixtures; inhibition, %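 (tested at 5 µM per compound within 10-compound mixtures)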; 0.06% of 62,000 active; in the data active = inhibition above about 32%, passing the limit was not always enough;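 note: 0% = enzyme without compound and 100% = blank without enzyme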
Target sequence (P25774 115-331 limits assumed): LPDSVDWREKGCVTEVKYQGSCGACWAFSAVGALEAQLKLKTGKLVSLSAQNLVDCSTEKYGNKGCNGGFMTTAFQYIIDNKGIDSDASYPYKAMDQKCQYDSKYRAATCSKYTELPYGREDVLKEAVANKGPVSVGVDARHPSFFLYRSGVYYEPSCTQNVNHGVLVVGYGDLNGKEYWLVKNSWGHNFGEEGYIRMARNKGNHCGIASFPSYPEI
ROCK2 inh – inhibitors of human Rho kinase 2. purified ROCK2, Kinase-Glo ATP depletion luminescence. inhibition, % at 6 µM. 0.35% of 60,000 active. AID 604;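 active = inhibition above the screen-wide mean inhibition plus 3 SD, cut at about 18% in these data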;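 note: plate controls were DMSO wells for no effect and Y-27632 control wells after no-enzyme background subtraction for full effect; many of its hits are not listed in these tables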
C1s inh – human complement C1s inhibition. purified C1s, fluorogenic AMC substrate, pooled mixtures. mean inhibition % of two 10-compound mixtures (active compounds read high), % at 5 µM (by protocol). 0.16% of 62,000 active;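 active = inhibition above 20% in each of the two 10-compound mixture wells holding the compound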;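 note: 0% = enzyme wells lacking compound mixture and 100% = no-enzyme blank wells; some compounds called inactive have numbers as strong as hits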
PKA inh – blocks human protein kinase A activity; PKA Kemptide phosphorylation, Kinase-Glo ATP luminescence; inhibition, % at 6 µM; 0.1% of 65,000 active;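 active = inhibition above the screen-wide mean inhibition plus 3 SD, cut at about 21% in these data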; note: many of its hits are not listed in these tables
Her2 expr inh – lowers expression of human Her2 kinase. AID 645. 0.69% of 65,000 active. HER2 level % of control, % at 10 µM. SKBR-3 HER2 protein level, AlphaScreen, 18-24 h; active compounds read low. P04626;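 active = HER2 level under 5% of the carrier-only control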;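 note: 100% = DMSO carrier and 0% = 500 nM PU-H71 HSP90 inhibitor; lower value means stronger loss of Her2 protein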
CatB mixtures – human cathepsin B inhibition by mixtures. P07858. Purified cathepsin B, AMC dipeptide fluorescence, compound mixtures. inhibition, %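 (ten-compound pools at 5 µM per compound and 50 µM total)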. 0.06% of 62,000 active; in the data active = inhibition above about 22%, passing the limit was not always enough;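 note: 0% = enzyme without compound and 100% = no enzyme blank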
CatL block – blocks human cathepsin L protease activity; P07711; purified cathepsin L, fluorogenic substrate, fluorescence; inhibition, %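 (tested at 10 µM)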; 0.17% of 58,000 active; AID 460; in the data active = inhibition above about 45%;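 note: 0% = enzyme with no compound and 100% = no enzyme blank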
Target sequence (P07711 114-288 limits assumed): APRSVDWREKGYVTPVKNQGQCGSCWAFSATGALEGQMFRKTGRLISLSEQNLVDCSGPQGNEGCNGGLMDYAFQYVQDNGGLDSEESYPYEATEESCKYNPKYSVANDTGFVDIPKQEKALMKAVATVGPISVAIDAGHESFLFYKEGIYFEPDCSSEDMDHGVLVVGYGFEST
Target sequence (P07711 292-333 limits assumed): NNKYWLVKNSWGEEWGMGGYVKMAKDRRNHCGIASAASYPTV
Cathepsin G inh – blocks human cathepsin G enzyme activity. 0.2% of 62,000 active. inhibition, % at 5 µM (by protocol). purified enzyme, AMC-tetrapeptide fluorescence, pooled mixtures;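 active = inhibition above 20% in each of the two mixture wells holding the compound; inactive = inhibition of 20% or less in either well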;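 note: 0% = enzyme control without mixture and 100% = blank lacking enzyme; strong numbers were not always called active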
Target sequence (P08311 21-244 limits assumed): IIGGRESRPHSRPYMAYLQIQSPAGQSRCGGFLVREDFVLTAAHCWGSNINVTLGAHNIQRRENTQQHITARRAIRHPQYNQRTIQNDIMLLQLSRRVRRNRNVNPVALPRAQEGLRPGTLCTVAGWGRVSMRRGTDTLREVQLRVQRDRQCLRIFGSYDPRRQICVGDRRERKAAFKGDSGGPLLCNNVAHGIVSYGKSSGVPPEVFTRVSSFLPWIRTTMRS
* marks the source's active call; other numbers are inactive results; · = not tested or not shown. An excerpt (hit frequency here may not be typical).

SMILES | CatB inh | CatS block | ROCK2 inh | C1s inh | PKA inh | Her2 expr inh | CatB mixtures | CatL block | Cathepsin G inh
CCOC(=O)CSC(CC)C(=O)Nc1nnc(CC)s1 (stereo not given) | 2 | -4 | 5 | 1 | 8 | 99 | 0 | -6 | -2
Cc1nn(-c2ccccc2)c(C)c1/C=N/O | 1 | -13 | 5 | -32 | 0 | 113 | 3 | 18 | -11
Nn1c(Nc2ccccc2)nc2sc3c(c2c1=O)CCC3 | -4 | -6 | 8 | -3 | 6 | 88 | 3 | -6 | -1
COCCCNC(=O)CN(Cc1ccc(Cl)cc1)S(C)(=O)=O | 0 | -2 | 10 | 13 | 9 | 75 | 3 | · | 9
CC1(C)SCC2C(=O)N3C(CSC3(C)C)C(=O)N21 (stereo not given) | 4 | 0 | -2 | -2 | -7 | 73 | 1 | 4 | -3
N#Cc1ccc(Sc2nc3ccccc3[nH]2)cc1C#N | -1 | 0 | · | -16 | 11 | 63 | 2 | 1 | -2
COc1ccc(OC)c(CN2C(=O)c3ccccc3C2C(=O)NCc2cccnc2)c1 (stereo not given) | 0 | -3 | 5 | -18 | 9 | 97 | 1 | · | 8
O=C(CCN1CCCCCC1)Nc1ccc(F)c(F)c1 | 3 | 4 | 3 | -24 | -1 | 96 | 0 | 7 | 5
Cc1[nH]c(=O)[nH]c(=O)c1S(=O)(=O)N1CCCC(C(=O)N2CCN(c3ccccc3Cl)CC2)C1 (stereo not given) | 6 | -10 | · | 2 | 6 | 123 | 4 | 1 | 7
COc1ccccc1N1C(=O)C2C3C=CC(C3)C2(C)C1=O (stereo not given) | 0 | -4 | 7 | -13 | 8 | 84 | 3 | · | 0
O=S(=O)(c1cc(Cl)ccc1Cl)N1CCN(Cc2ccc3c(c2)OCO3)CC1 | 4 | -1 | 6 | 7 | 6 | 116 | 4 | 4 | 11
COc1ccccc1C1C2CCCCC2(O)CCN1CC(=O)Nc1ccccc1 (stereo not given) | 7 | 15 | -2 | -16 | 4 | 90 | 1 | 7 | -4
O=C(C1CCCN(Cc2ccc3c(c2)OCO3)C1)N1CCCC1 (stereo not given) | 5 | 14 | 2 | -10 | 10 | 156 | -6 | 15 | -5
Cc1nc2ncnn2c(Nc2ccc3c(c2)OCO3)c1Cc1ccccc1 | 0 | 9 | 1 | -19 | 7 | 85 | 3 | 1 | 2
Nc1nnc(-c2cccnc2)s1 | -1 | -16 | 1 | 2 | -4 | 83 | -2 | 0 | 3
CN1C(=O)C2(C(C#N)=C(N)Oc3n[nH]c(-c4ccc(Cl)cc4)c32)c2ccccc21 (stereo not given) | 5 | 7 | 3 | 15 | 7 | 104 | -2 | 12 | 10
CN(C)c1cc[n+](Cc2ccccc2)cc1 | -4 | 11 | -3 | -4 | -8 | 94 | 5 | 15 | 8
O=C(CSc1nnc(-c2cccnc2)n1Cc1ccccc1)N1CCOCC1 | 3 | -1 | -1 | 4 | 6 | 81 | 2 | 6 | 6
Cn1c(=O)c2c(ncn2CC(=O)Nc2nnc(Cc3ccccc3)s2)n(C)c1=O | -3 | 5 | 0 | -8 | 5 | 115 | -5 | · | -6
CCOc1cc(C)c(Cl)cc1S(=O)(=O)N1CCCC1 | 4 | -6 | 4 | -2 | 4 | 81 | 3 | 5 | 8
COc1ccc(NC(=O)Nc2ccccc2C)c(OC)c1 | -2 | 5 | 7 | 13 | 8 | 54 | 4 | 9 | -1
COC(=O)C1C(=O)C2=C(CC1C)NC(=O)CC2c1cccc(C)c1 (stereo not given) | 2 | -3 | 3 | 10 | -2 | 87 | 6 | -7 | 12
O=C(CCCN1C(=O)CSc2ncccc21)N1CCN(c2cccc(C(F)(F)F)c2)CC1 | 2 | -10 | -2 | 1 | -5 | 83 | -1 | 4 | 1
Cc1cnn(Cc2ccccc2)c1N | -7 | 4 | 1 | -1 | 4 | 65 | 5 | -2 | 1
O=C(Nc1ccc2nn(-c3ccccc3)nc2c1)c1ccc2c(c1)OCCO2 | 5 | -3 | 2 | -2 | -3 | 71 | 2 | -78 | 2
Cc1ccc(C)c(Cn2c(CO)nc3ccccc32)c1 | 1 | 7 | 5 | -14 | 9 | 66 | -6 | · | 6
CCOC(=O)c1c(N)sc(=S)c2c1CCC2 | 5 | · | 6 | · | 6 | 59 | · | -2 | ·
O=C(NCCc1ccccn1)C1CC(=O)N(Cc2ccccc2Cl)C1 (stereo not given) | 5 | -8 | 7 | -36 | 9 | 169 | -3 | 5 | 3
CCn1c(Cc2ccc(OC)cc2)nnc1SCC(=O)Nc1cccc(C(=O)OC)c1 | 2 | 0 | 4 | -30 | 9 | 98 | -10 | -1 | 3
COC(=O)Cc1csc(N)n1 | 7 | 12 | 6 | 20 | 6 | 85 | 4 | 10 | 11
Cn1cc(NC(=O)c2cc(NC(=O)c3cc(NC=O)cn3C)cn2C)cc1C(=O)NCCC(=N)N | 4 | 1 | 2 | 4 | -4 | 83 | 8 | 18 | 5
C=CCn1c(COc2ccccc2)nnc1SCc1ccc(C#N)cc1 | 1 | -7 | 8 | 13 | 5 | 110 | 1 | -7 | 9
COc1ccc(N(CC(=O)NC(C)(C)C)C(=O)c2ccco2)cc1 | 5 | 10 | -9 | -5 | 9 | 103 | 3 | 10 | -2
COc1cccc(C2/C(=C(/O)c3ccc(F)cc3)C(=O)C(=O)N2CCN(C)C)c1 (stereo not given) | -4 | -9 | 2 | 3 | 6 | 132 | -1 | 6 | 1
O=S(=O)(NCC1CC1)c1cccc(S(=O)(=O)N2CCCC2)c1 | 2 | 12 | 0 | 12 | 0 | 92 | 5 | 27 | 10
COc1ccc2cc(C(c3nnnn3CCc3ccccc3)N3CCC(O)CC3)c(=O)[nH]c2c1 (stereo not given) | 2 | 2 | 2 | 4 | 5 | 111 | -1 | 24 | 13
CC(n1cnnn1)C12CC3CC(CC(C3)C1)C2 (stereo not given) | 3 | -1 | -1 | 4 | 6 | 94 | 1 | 3 | 2
CCN1C(=O)C2C(c3ccc(O)c(OC)c3)NC(C)(C(=O)OC)C2C1=O (stereo not given) | -2 | 1 | 3 | -30 | 5 | 142 | 3 | 0 | -1
CC(C)(C)OC(=O)NCC(=O)N1CCC(C(=O)O)CC1 | 1 | -4 | 7 | 15 | 6 | 123 | 1 | 20 | 9
COc1ccc(S(=O)(=O)Cc2ccc(C(=O)NCCCN(C)c3ccccc3)o2)cc1 | 1 | -3 | 0 | -66 | 3 | 104 | 3 | 9 | 1
Cc1occc1C(=O)NCc1cccc(CNC(=O)c2ccoc2C)c1 | -2 | -1 | 2 | 12 | -5 | 129 | 3 | -6 | 10
CS(=O)(=O)N1CCN(C(=O)NC23CC4CC(CC(C4)C2)C3)CC1 | 1 | 5 | 5 | -33 | 9 | 104 | -7 | 23 | -10
CCS(=O)(=O)N1CCCC(C(=O)NCCCOC)C1 (stereo not given) | -7 | -9 | 1 | -42 | 3 | 105 | 5 | -2 | -2
CCOCCN1CCN(c2c3c(nc4cc(-c5ccc(F)cc5)nn24)CCC3)CC1 | 0 | 4 | -6 | 13 | -5 | 88 | 6 | -6 | 11
COc1cccc(NC(=O)N2CCCC2C(=O)NC(C)C)c1 (stereo not given) | -1 | 12 | 2 | -6 | 4 | 90 | 8 | 6 | 12
O=C(NCc1ccco1)c1cc(-c2ccncc2)nc2ccccc12 | 2 | -2 | -3 | 19 | 4 | 108 | 6 | -4 | 10
COc1ccc(S(=O)(=O)N(C)CC(=O)Nc2ccccc2SC)cc1Cl | -1 | -4 | 4 | 1 | 11 | 120 | 1 | -1 | 27
CN(C)S(=O)(=O)N1CCN(C(=O)N(c2ccccc2)c2ccccc2)CC1 | 5 | 14 | 8 | -17 | 9 | 112 | 6 | 1 | -19
CCOC(=O)N1CCC(NC(=O)C2CCN(C(=O)N3CC(C)Oc4ccc(C)cc43)CC2)CC1 (stereo not given) | 9 | 10 | · | 2 | 6 | 83 | 1 | 5 | 6
Cn1c(=O)c2c(nc(OCc3cccnc3)n2Cc2c(F)cccc2Cl)n(C)c1=O | 3 | 11 | 1 | 4 | -6 | 174 | 3 | 22 | 14
(list continues)
SMILES | CatB inh | CatS block | ROCK2 inh | C1s inh | PKA inh | Her2 expr inh | CatB mixtures | CatL block | Cathepsin G inh
COc1ccc(NC(=O)C(C)N(c2ccc(C)cc2)S(C)(=O)=O)c(OC)c1 (stereo not given) | 2 | 1 | 5 | -4 | 4 | 104 | 7 | 8 | 3
COc1cccc2sc(Nc3nc(-c4ccccn4)cs3)nc12 | -5 | -8 | 1 | -4 | 6 | 71 | 2 | -6 | -2
Oc1ccc2c(c1)oc1cc(O)ccc12 | -1 | 2 | 13 | -2 | 15 | 59 | 7 | 17 | -1
COc1cc(CN2CCC(C(=O)NC3CCCC3)CC2)cc(Br)c1O | -4 | -1 | -12 | 4 | -5 | 87 | -2 | -9 | 0
COc1ccccc1NC(=O)c1cc(Sc2nncn2C)nc2ccccc12 | 2 | 22 | 2 | -9 | 2 | 96 | 3 | -10 | 7
CNCCOCC(O)CSc1ccccc1 (stereo not given) | 1 | 1 | 2 | 2 | 4 | 112 | -2 | 36 | -7
CCOC(=O)c1cccc(NC(=O)CN(c2ccc(C)cc2)S(=O)(=O)c2c(C)n[nH]c2C)c1 | 9 | 13 | 0 | -45 | 8 | 109 | 5 | 3 | -11
O=C(CN1CCN(c2ccccn2)CC1)NC(=O)NC1CCCCC1 | 1 | 9 | 4 | 2 | 10 | 121 | 1 | -7 | -2
CCCCn1c(CN2CCN(c3ccccc3)CC2)nc2c1c(=O)n(C)c(=O)n2C | 1 | 8 | 2 | 7 | -1 | 79 | 2 | 7 | 16
CCCCCn1c(SCC(=O)OC)nc2c1c(=O)[nH]c(=O)n2C | 9 | 13 | 5 | -46 | 6 | 94 | 8 | · | -2

A different layout for part of the listing above.
compound	CatB inh	CatS block	ROCK2 inh	C1s inh	PKA inh	Her2 expr inh	CatB mixtures	CatL block	Cathepsin G inh
COc1ccccc1NC(=O)c1cc(Sc2nncn2C)nc2ccccc12	2	22	2	-9	2	96	3	-10	7
CNCCOCC(O)CSc1ccccc1 (stereo not given)	1	1	2	2	4	112	-2	36	-7
CCOC(=O)c1cccc(NC(=O)CN(c2ccc(C)cc2)S(=O)(=O)c2c(C)n[nH]c2C)c1	9	13	0	-45	8	109	5	3	-11
O=C(CN1CCN(c2ccccn2)CC1)NC(=O)NC1CCCCC1	1	9	4	2	10	121	1	-7	-2
CCCCn1c(CN2CCN(c3ccccc3)CC2)nc2c1c(=O)n(C)c(=O)n2C	1	8	2	7	-1	79	2	7	16

(listing goes on)
SMILES | CatB inh | CatS block | ROCK2 inh | C1s inh | PKA inh | Her2 expr inh | CatB mixtures | CatL block | Cathepsin G inh
Cc1nn(Cc2ccccc2)c(Cl)c1C(=O)OC1CCOC1=O (stereo not given) | 2 | -3 | 5 | -1 | 8 | 74 | 0 | -3 | 11
C[C@]12C=CC(=O)C=C1CC[C@@H]1[C@@H]2[C@@H](O)C[C@@]2(C)[C@H]1CC[C@]2(O)C(=O)COC(=O)CCC(=O)O | -1 | 15 | 3 | 3 | -4 | 97 | -7 | 0 | 13
CCCOc1ccc(C2C(=O)N(C3CCCCC3)CC(=O)N2CCC)cc1OC (stereo not given) | 1 | 12 | · | 5 | 1 | 129 | 5 | · | 1
Brc1ccc(C2Nc3cccc4cccc(c34)N2)o1 | 7 | 15 | 5 | -46 | 7 | 70 | 4 | -2 | -5
CCC1CCCCN1C(=O)CSc1nnc(CNC(=O)COc2ccc(Cl)cc2)o1 (stereo not given) | 4 | -27 | · | -195 | 2 | 117 | -9 | -7 | -14
O=C(COC(=O)Cc1cn2ccsc2n1)Nc1nc2ccccc2s1 | -1 | 8 | 1 | -11 | 0 | 101 | -4 | 9 | 0
CCn1cc(C(=O)OCC(=O)Nc2ccc(S(=O)(=O)N3CCCC3)cc2)c(=O)c2ccc(C)nc21 | -2 | 10 | 2 | -33 | -2 | 83 | 4 | 0 | 3
O=C(NCCC1=CCCCC1)c1cnccn1 | 2 | -2 | -2 | 0 | -1 | 127 | 0 | -5 | 0

Compound activity: PubChem, several laboratories
